Screening data deposited in PubChem by several laboratories.
PfHsp40 yeast: rescue of yeast from PfHsp40 toxicity, primary screen, S. cerevisiae, ATP luminescence | S. cerevisiae expressing PfHsp40, growth rescue | growth rescue, % at 12.5 µM | 0.68% of 340,000 active | AID 504582, 2011; in the data active means growth rescue above about 28%, passing the limit was not always enough; inconclusive means no clear call, values can overlap the other calls;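 further: yeast W303a lacking pdr1 and pdr3 grown in galactose medium; growth measured after three days at 30 °C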
SARS 3CLpro inh: SARS-CoV 3CLpro protease inhibitors, primary screen, biochemical, quenched FRET | Replicase polyprotein 1ab (Severe acute respiratory syndrome coronavirus), P0C6X7 | recombinant SARS-CoV 3CLpro, quenched FRET peptide cleavage | inhibition, % at 6 µM | 0.14% of 290,000 active | AID 1706, 2009; in the data active means inhibition above about 12%
PriA SSB inh: inhibitors of Klebsiella pneumoniae PriA binding to SSB C-terminal tail, primary screen, biochemical, AlphaScreen | AID 1272365, 2023 | AlphaScreen SSBct-PriA binding, biotinylated peptide | 0.6% of 430,000 active | inhibition, % at 33 µM; in the data active means inhibition mostly above about 37%, no sharp cut-off; inactive means mostly below about 20%;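 further: plate controls were negative control peptide for no effect and reference peptide for full effect; strong numbers were not always called active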
MazF activator: activators of E. coli MazEF toxin-antitoxin RNase, primary screen, biochemical, fluorescence, uHTS | Endoribonuclease toxin MazF (Escherichia coli (strain K12)), P0AE70 | FAM/BHQ RNA-DNA oligo cleavage fluorescence, 5 h | activation, % at 20 µM | 0.32% of 350,000 active; in the data active means activation above about 50%
Target sequence (P0AE70 whole entry, looked up): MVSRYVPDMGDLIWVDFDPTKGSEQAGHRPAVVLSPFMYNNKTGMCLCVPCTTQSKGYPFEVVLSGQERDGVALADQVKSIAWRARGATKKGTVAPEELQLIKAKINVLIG
TcdB GH inh: TcdB glycohydrolase inhibitors, primary screen, biochemical, single point, plate reader; Toxin B (Clostridioides difficile), P18177; TcdB glycohydrolase enzymatic assay; inhibition, % at 9.99 µM; 0.24% of 350,000 active; AID 652162, 2013; in the data active means inhibition above about 10%
DUSP3 inh: VHR1 phosphatase inhibitors, primary screen, biochemical, absorbance, uHTS; Dual specificity protein phosphatase 3 (Homo sapiens), P51452; recombinant VHR phosphatase, pNPP absorbance; inhibition, % at 13.3 µM; 0.52% of 290,000 active; AID 1654, 2009; in the data active means inhibition above about 50%; further: some compounds called inactive have numbers as strong as hits
Target sequence (P51452 whole entry, looked up): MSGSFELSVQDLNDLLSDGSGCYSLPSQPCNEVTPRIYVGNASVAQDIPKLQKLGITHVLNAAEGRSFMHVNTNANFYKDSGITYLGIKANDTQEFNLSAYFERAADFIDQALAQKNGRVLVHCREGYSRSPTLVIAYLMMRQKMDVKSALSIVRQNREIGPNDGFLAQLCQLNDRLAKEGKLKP
Anthrax LF prot: Bacillus anthracis LF protease inhibitors, primary screen, biochemical, multiplex microsphere, MLPCN library; Lethal factor (Bacillus anthracis), P15917; multiplex microsphere protease cleavage assay; inhibition, % at 10 µM; 0.12% of 360,000 active; in the data active means inhibition above about 30%; inconclusive means no clear call, values can overlap the other calls; further: plate controls were buffer without enzyme for full effect and enzyme alone for no effect
Rv3671c protease: Rv3671c serine protease inhibitors, primary screen, biochemical, fluorescence polarization, M. tuberculosis H37Rv; inhibition, % at 5.96 µM; 0.048% of 320,000 active; AID 2606, 2010; in the data active means inhibition above about 38%;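 further: extracellular domain of Rv3671c used as enzyme; 0% = enzyme with DMSO and 100% = no enzyme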
Target sequence (P9WHR9 whole entry, looked up, the tested form may be a part): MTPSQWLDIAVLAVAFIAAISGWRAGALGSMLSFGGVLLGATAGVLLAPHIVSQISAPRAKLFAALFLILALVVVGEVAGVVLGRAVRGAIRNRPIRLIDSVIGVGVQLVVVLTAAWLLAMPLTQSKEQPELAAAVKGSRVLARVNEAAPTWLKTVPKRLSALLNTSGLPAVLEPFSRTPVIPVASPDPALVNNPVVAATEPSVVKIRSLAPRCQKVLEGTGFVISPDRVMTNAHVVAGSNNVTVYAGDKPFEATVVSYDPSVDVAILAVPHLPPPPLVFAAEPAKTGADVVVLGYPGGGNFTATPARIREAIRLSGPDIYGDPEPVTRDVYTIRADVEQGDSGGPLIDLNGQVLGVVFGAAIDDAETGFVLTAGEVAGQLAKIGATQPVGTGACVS
Vc quorum ag: inducers of Vibrio cholerae quorum light production without autoinducers, primary screen, BH1578 luxS cqsA deficient, single point; V. cholerae BH1578 lux reporter, luminescence, 6 h; activation, % at 18.7 µM; 0.16% of 350,000 active; AID 588436, 2011; in the data active means activation mostly above about 9.7%, no sharp cut-off; inconclusive means no clear call, values can overlap the other calls; inactive means mostly below about 3.7%; further: not every result past the cut was called active; inactives centre near 0; reference of the scale not given here
Y pestis TopoI: Yersinia pestis topoisomerase I inhibitors, primary screen, biochemical, cleavage product accumulation, plate reader, single point | DNA topoisomerase I (Yersinia pestis CO92) | Y. pestis Topo-I cleavage product accumulation | activity, % at 10 µM | 0.064% of 360,000 active | AID 504884, 2011; in the data active means activity above about 50%, passing the limit was not always enough; inconclusive means no clear call, values can overlap the other calls; further: inactives centre near 2
Active calls of the source: *; i = inactive; ? = inconclusive; . = not tested or not shown.

Preview (two entries):
Molecule	PfHsp40 yeast	SARS 3CLpro inh	PriA SSB inh	MazF activator	TcdB GH inh	DUSP3 inh	Anthrax LF prot	Rv3671c protease	Vc quorum ag	Y pestis TopoI
CC(=O)Nc1ccc(NC(=O)COC(=O)c2n[nH]c3ccccc23)cc1	-0.9	-2.5	-1.9	2.7	1.7	10.6	0.5	0.9	1.9	5.9
C1CCN(Cc2nnnn2CC2CCCO2)CC1 (stereo unspecified)	-0.7	1.2	-9.5	-18.3	-0.4	13.9	-3.4	-6.2	-2.1	6.0

The listing, from the start:
Molecule	PfHsp40 yeast	SARS 3CLpro inh	PriA SSB inh	MazF activator	TcdB GH inh	DUSP3 inh	Anthrax LF prot	Rv3671c protease	Vc quorum ag	Y pestis TopoI
CC(=O)Nc1ccc(NC(=O)COC(=O)c2n[nH]c3ccccc23)cc1	-0.9	-2.5	-1.9	2.7	1.7	10.6	0.5	0.9	1.9	5.9
C1CCN(Cc2nnnn2CC2CCCO2)CC1 (stereo unspecified)	-0.7	1.2	-9.5	-18.3	-0.4	13.9	-3.4	-6.2	-2.1	6.0
COc1ccc(C(=O)CSc2ccc3nnc(-c4cccnc4)n3n2)cc1	0.4	-1.6	-9.2	-8.6	-0.9	-0.5	-1.2	-0.9	-0.3	-9.9
O=C(CCOc1ccc(F)cc1)Nc1nccs1	-0.9	8.3	0.3	6.3	0.1	4.3	21.0	-0.7	0.4	-9.4
CCCC(C(=O)NCc1ccccc1)N(C(=O)Cn1nnc(-c2cccs2)n1)c1ccc2c(c1)OCCO2 (stereo unspecified)	-0.3	1.5	-5.6	5.0	.	13.2	-0.1	-1.4	.	-0.2
CCCCc1ccc(NC(=O)c2c(C)noc2C)cc1	-1.8	-3.7	-29.1	-2.5	.	-5.1	-0.5	-2.8	-16.4	12.3
O=C1CCCc2c1[nH]c1ccc(CN3CCCCC3)cc21	-1.0	-2.9	-9.2	-4.3	1.1	-17.2	-1.6	7.3	-0.2	-1.2
COc1ccc(Cc2nnc(SCC(=O)N3CCCCC3)o2)cc1	-1.1	-3.5	52.8*	-20.2	0.6	6.9	-0.2	-1.4	-0.3	-2.2
CCOc1ccccc1NC(=O)C1CCCN(S(=O)(=O)c2ccc(-n3cnnn3)cc2)C1 (stereo unspecified)	-1.3	0.7	-6.1	7.5	0.2	-3.8	0.3	-0.6	i	3.7
C=CCn1c(SCC(N)=O)nnc1-c1cc2c(s1)CCC(CC)C2 (stereo unspecified)	1.5	1.3	8.8	-5.7	.	-18.5	0.1	-6.8	-0.2	9.7
COc1cc2c(cc1NC(=S)Nc1ccccc1C)oc1ccccc12	0.8	5.6	7.0	1.7	.	-12.2	-2.0	3.7	i	-9.7
O=[N+]([O-])c1cn(Cc2ccccc2)cn1	0.1	-2.5	-9.7	2.1	-1.7	-11.0	-0.2	-5.4	-0.6	-0.8
Cc1cc(C)cc(C(=O)NCC(=O)OCC(=O)NCC(F)(F)F)c1	-1.3	4.1	3.6	9.2	1.1	29.7	-3.6	-5.1	-0.1	7.3
Cc1ccc(C(=O)OCC(=O)Nc2cc(C(C)(C)C)nn2-c2ccccc2)c(O)c1	3.1	.	-3.6	-1.5	2.4	.	-6.1	-3.3	-0.8	9.6
Cc1ccc(OCC(=O)OC(C)C(=O)NC2CCCCC2C)cc1C (stereo unspecified)	-0.5	.	-9.6	-2.6	2.5	.	-7.6	-0.7	1.6	-1.3
C/C=C/C1=CC(=O)C[C@H](c2ccc3c(c2)OCO3)C1	1.2	.	9.4	0.5	0.8	.	-4.1	4.9	-0.7	15.9
Cn1c(SCC(=O)N2CCCCC2)nc2cccnc21	0.3	-4.6	-22.4	11.0	.	29.2	1.3	-9.8	.	2.9
COc1ccc(N2CCN(Cc3nc4sc(C)c(C)c4c(=O)[nH]3)CC2)cc1	-0.8	-2.6	14.0	-0.2	-0.1	5.2	4.7	-3.2	i	-3.1
O=C(Nc1ccnn1C1CCN(Cc2ccc(CO)o2)CC1)c1cccc(F)c1	.	.	.	-13.4	-2.3	.	-3.6	.	-0.4	4.2
O=c1oc2ccccc2nc1/C=C(\O)c1ccccc1	.	-1.5	-6.8	1.8	0.7	2.5	-11.3	2.3	1.1	2.9
Cc1cc(C)n(-c2ccn(Cc3ccc(Cl)cc3Cl)c(=O)n2)n1	-0.5	-0.9	-13.9	2.2	.	11.7	-1.3	4.0	-4.0	-7.6
CCN(CC)C(=O)C1CCN(Cc2cn(C)nc2-c2ccc(Oc3ccccc3)cc2)CC1	0.5	4.5	13.8	-7.3	0.5	-14.0	-1.7	5.1	-0.5	14.2
O=C(CC(Cc1ccccc1)C(=O)O)NCCc1ccc2c(c1)OCO2 (stereo unspecified)	-0.3	-5.9	-8.7	4.9	.	-9.6	?	-2.6	-0.1	-5.7
COc1ccc(CCN(C)CCC(=O)Nc2cccc(C)c2)cc1OC	-1.2	-3.5	7.5	-3.2	-0.8	35.4	.	-1.9	-1.0	3.1
O=C(Nc1ccc(Cl)cn1)c1ccc(-c2cc(Cl)ccc2Cl)o1	-1.7	-1.9	-5.5	-16.0	.	6.2	3.5	3.3	i	-0.5
Cc1ccc(Nc2cc(C)nn2-c2nc(C)cc(C)n2)cc1	?	-5.7	-5.1	-7.6	.	0.1	-1.5	1.4	i	13.0
COC(=O)C(C)Sc1ccc2nnc(CCNS(=O)(=O)c3ccccc3)n2n1 (stereo unspecified)	15.2	-0.5	-16.7	6.2	1.3	-1.8	-2.1	3.5	-0.3	1.8
Cc1cccc(NC(=O)COC(=O)CCc2ccc(S(=O)(=O)N3CCOCC3)cc2)c1C	-1.1	0.9	-22.4	2.3	0.8	-2.4	-0.1	1.6	-0.3	4.7
COc1ccc(-c2ccnc3ncnn23)cc1	-0.9	-3.6	-7.7	-0.6	0.3	-1.8	-7.5	17.6	i	-2.3
O=C1c2ccccc2NC(c2cc(Cl)cc(Cl)c2O)N1Cc1cccnc1 (stereo unspecified)	0.4	0.0	2.0	12.1	0.6	-6.2	3.8	3.7	i	-8.4
COc1ccc(NC(=O)CSc2ccc3nnc(-c4cccnc4)n3n2)cc1	-0.6	0.8	1.3	3.6	3.6	4.4	1.6	-3.1	i	-12.5
O=C(Nc1ccc([N+](=O)[O-])cc1)Nc1nc(-c2ccc(Cl)s2)cs1	0.0	-3.7	-3.5	-8.6	1.0	-3.6	0.7	-3.0	-0.4	-11.3
O=c1[nH]c(=S)[nH]cc1Oc1ccc(Cl)cc1Cl	-0.9	-2.1	-10.0	-1.4	0.8	8.6	6.5	.	-0.7	4.0
Cc1ccc(S(=O)(=O)NC(=O)C2(C)CCN2C(=O)C2(c3ccc(Cl)cc3)CC2)nc1 (stereo unspecified)	.	.	.	.	0.4	.	0.5	.	i	2.0
Cc1ccc(C(=O)Nc2ccc(C(=O)N3CCCCC3)cc2)cc1	0.1	4.8	-11.1	-1.3	0.9	-11.2	-0.5	-3.9	i	-4.4
CCc1noc(C)c1C(=O)N1CC(C)SC1=Nc1ccc(Cl)cc1 (stereo unspecified)	1.9	.	-27.6	0.5	1.8	.	0.2	-9.2	-0.6	39.1
COCCNC(=O)C(c1ccc(C)o1)N(CCOC)C(=O)Cn1nnc2ccccc21 (stereo unspecified)	0.1	-2.3	0.0	0.6	1.5	11.0	-0.9	-1.7	-0.2	0.7
CCC1C(=O)n2nc(-c3ccccc3)cc2N=C1C (stereo unspecified)	0.3	-1.5	-4.2	3.5	1.4	4.2	-1.8	-10.2	i	-0.9
O=C(Nc1cccc(Br)c1)c1cc(=O)c2ccccc2o1	-0.2	1.7	-8.8	0.6	-0.1	-3.6	0.0	-5.5	-0.4	-0.5
CCCS(=O)(=O)NC(=O)C1(C)CCN(C(=O)c2ccc(C#N)cc2)C1 (stereo unspecified)	.	.	.	.	1.2	.	-6.1	.	i	5.0
CCN(C(=O)COc1ccccc1C(=O)NCc1ccccc1)C1CCS(=O)(=O)C1 (stereo unspecified)	0.6	.	-23.8	-2.7	0.4	.	-1.6	1.7	i	-4.0
Cc1cccc(C(C)C)c1NC(=O)c1ccc(CN(c2ccccc2)S(=O)(=O)c2ccccc2)cc1	0.7	3.0	-7.2	3.4	.	13.6	1.0	-13.5	-0.8	7.6
CC(C)c1nc(Cl)c(C#N)c2c1CCCC2	-1.9	1.9	-30.4	-10.3	0.2	30.5	-2.4	-8.7	-0.3	7.1
Cn1nc([N+](=O)[O-])nc1Oc1ccccc1	-1.8	0.2	-18.9	6.7	.	12.9	0.0	6.7	-0.4	-2.9
Cc1cccc(OCCC(=O)NCC(=O)Nc2c(C)cccc2C)c1	-0.5	0.6	-2.3	3.7	5.0	22.5	-0.3	-1.4	-0.4	-1.3
CCOc1cc(/C=N/NC(=O)c2c(-c3ccccc3)noc2C)ccc1O	-0.2	-1.2	.	4.1	5.1	-15.2	-0.5	-8.2	-0.3	-3.1
O=C(O)C(O)(c1ccc(Cl)cc1)C1(O)CCCC1 (stereo unspecified)	.	.	.	2.0	0.2	.	0.8	.	i	7.3
COc1ccccc1NC(=O)Cc1ccsc1	0.2	-1.4	9.2	4.9	0.3	-9.1	-1.3	2.7	i	-1.0
COc1ccc2c(c1OC)C(=O)OC2Nc1nc(-c2cccc([N+](=O)[O-])c2)cs1 (stereo unspecified)	1.1	-0.3	14.9	2.3	1.3	3.5	-6.8	0.2	0.6	0.9
CC(=O)NC(Cc1ccc(F)cc1)C(=O)NC1CCN(S(=O)(=O)c2ccccc2)CC1 (stereo unspecified)	-0.5	-7.5	-16.7	7.2	1.0	76.7	-1.2	-8.3	i	-1.7
CCc1noc(C)c1C(=O)OC(C)C(=O)NCc1ccc(OC)cc1 (stereo unspecified)	-1.4	.	-6.8	5.6	-1.2	.	2.1	-9.2	i	-2.8
CCC1(C(=O)c2ccccc2)C2c3ccccc3OC(=O)C21C(C)=O (stereo unspecified)	.	1.4	0.0	6.5	1.8	17.2	.	-0.2	-0.5	4.4
Cc1ccc(S(=O)(=O)N2CCN(C)CC2)cc1C(=O)NC1CCCCC1	-0.1	-0.8	5.2	-6.6	0.4	10.5	-3.8	-4.9	i	1.3
O=C1COc2ccc(S(=O)(=O)N3CCN(c4cccc(C(F)(F)F)c4)CC3)cc2N1	-0.4	3.5	-18.4	-4.4	-0.3	35.2	-2.7	-0.3	i	19.9
Cc1onc(-c2ccccc2)c1C(=O)NC(=S)NNC(=O)c1ccc(O)cc1O	247.8*	5.4	31.3	10.5	.	2.1	-2.1	3.5	-0.6	-1.8
Cc1ccsc1/C=N/Nc1nc(Cl)c(Cl)cc1Cl	1.4	2.5	.	3.9	.	17.3	-0.9	-1.2	-3.3	-11.7
Cc1ccc(SCC(=O)Nc2nnc(C(C)(C)C)s2)cc1	-0.7	0.9	-10.2	27.3	-0.1	54.3*	-1.0	-2.6	0.9	-3.8
O=c1[nH]c2ccccc2nc1-c1cccs1	-1.3	3.8	-19.7	1.9	.	22.1	8.0	-8.3	i	5.0

This is a subset; count on the stated rates, not on these rows.
